# ZTA DNA inh: counter-screen for EBNA-1 inhibitors: inhibitors of Epstein-Barr virus ZTA; inhibition, % at 11 µM; ZTA-DNA binding, fluorescence polarization; P03206; actives 0.15% (n = 320,000); in the data active = inhibition above about 33%
# Target sequence (P03206 whole entry, looked up): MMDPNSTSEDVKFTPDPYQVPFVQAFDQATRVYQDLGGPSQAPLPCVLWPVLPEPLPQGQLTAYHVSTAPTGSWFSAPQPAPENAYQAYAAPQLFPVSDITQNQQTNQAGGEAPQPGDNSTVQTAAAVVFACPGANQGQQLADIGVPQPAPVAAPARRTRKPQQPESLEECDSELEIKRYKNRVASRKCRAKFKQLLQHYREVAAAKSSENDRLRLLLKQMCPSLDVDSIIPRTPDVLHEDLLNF
# CTSL1 counter: cathepsin L1 inhibition, PFM18AAP counter-screen. recombinant F. hepatica cathepsin L1, Z-Leu-Arg-MCA fluorescence. AID 1906. actives 0.49% (n = 300,000). inhibition, % at 5.96 µM;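 active = inhibition above the mean of all tested compounds plus 3 SD, set per screening campaign, cut at about 17% in these data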;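 note: 0% = plate median of test compound wells and 100% = 1 µM Z-Phe-Ala-diazomethylketone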
# HCV core dimer: blocks dimerization of HCV core protein. TR-FRET GST/Flag-core106 dimerization, 1536-well. inhibition, % at 5 µM. actives 0.33% (n = 300,000);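 active = inhibition above the mean of all tested compounds plus 3 SD, set per screening campaign, cut at about 45% in these data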
#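 Test system: GST/Flag-tagged HCV core106 proteins; Medium: KF-containing HEPES buffer, pH 7.45, DTT, CHAPS, BSA; Times: compound-protein-antibody incubation 4 h at 22.5 °C; Detection: TR-FRET 671 and 617 nm emission; Benchmarks: wells lacking GST-core106 and wells with excess unlabelled core106.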
# Efflux pump mplx: inhibitors of Candida antifungal efflux pumps expressed in yeast; AID 485275; inhibition, % at 10 µM; S. cerevisiae Candida pump triplex, Nile Red efflux; actives 0.44% (n = 330,000);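 active = plate passing quality check with inhibition over a set limit, or well fluorescence over plate mean plus 4 SD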;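 note: Nile Red retained in pooled yeast measured as flow cytometry median fluorescence; 0% = buffer negative control and 100% = Enniatin B positive control; higher means more Nile Red kept so more efflux inhibition; some compounds called inactive have numbers as strong as hits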
# PP5 primary: blocks human protein phosphatase 5 activity. P53041. purified PP5c, OMFP substrate fluorescence. inhibition, % at 6.7 µM. actives 0.18% (n = 320,000). AID 1987;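 active = inhibition above the campaign's mean inhibition across all tested compounds plus 3 SD, cut at about 9.5% in these data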;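 note: 0% = DMSO only and 100% = 100 µM cantharidin control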
# Target sequence (P53041 whole entry, looked up): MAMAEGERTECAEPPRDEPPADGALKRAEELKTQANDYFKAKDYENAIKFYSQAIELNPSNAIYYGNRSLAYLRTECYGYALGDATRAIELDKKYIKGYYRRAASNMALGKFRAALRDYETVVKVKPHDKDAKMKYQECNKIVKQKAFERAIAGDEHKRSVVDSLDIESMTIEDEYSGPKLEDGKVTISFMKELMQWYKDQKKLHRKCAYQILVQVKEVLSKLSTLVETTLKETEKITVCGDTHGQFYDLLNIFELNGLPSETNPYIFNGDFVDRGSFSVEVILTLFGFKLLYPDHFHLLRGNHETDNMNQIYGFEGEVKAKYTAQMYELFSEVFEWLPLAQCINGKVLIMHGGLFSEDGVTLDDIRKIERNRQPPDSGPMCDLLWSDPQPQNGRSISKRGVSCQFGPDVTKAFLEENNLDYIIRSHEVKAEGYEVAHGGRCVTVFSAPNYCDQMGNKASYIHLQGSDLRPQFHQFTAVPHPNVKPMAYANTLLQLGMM
# TPT1 inh: C. albicans TPT1 enzyme inhibition; recombinant caTPT1, FP RNA substrate dephosphorylation; inhibition, % at 5 µM; actives 0.81% (n = 300,000); AID 1962;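 active = inhibition above the mean of all tested compounds plus 3 SD, set per screening campaign, cut at about 24% in these data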;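 note: plate controls were DMSO alone for no effect and ferristatin control at 100 nM for full effect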
# PREPL inh: human PREPL enzyme inhibition; recombinant PREPL, fluorescence polarization activity-based probe; inhibition, % at 5.96 µM; actives 0.68% (n = 320,000); in the data active = inhibition above about 43%;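 note: 0% = enzyme with DMSO and 100% = wells lacking enzyme; many of its hits are not listed in these tables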
# PP1 counter: PP1-alpha (human) inhibition in PP5 counter-screen | inhibition, % at 6.7 µM | AID 2235 | actives 0.9% (n = 320,000) | purified PP1alpha, OMFP fluorescence;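 active = inhibition above the mean inhibition of all tested compounds plus 3 SD, computed separately for each screening campaign, cut at about 15% in these data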
# Target sequence (P62136 whole entry, looked up): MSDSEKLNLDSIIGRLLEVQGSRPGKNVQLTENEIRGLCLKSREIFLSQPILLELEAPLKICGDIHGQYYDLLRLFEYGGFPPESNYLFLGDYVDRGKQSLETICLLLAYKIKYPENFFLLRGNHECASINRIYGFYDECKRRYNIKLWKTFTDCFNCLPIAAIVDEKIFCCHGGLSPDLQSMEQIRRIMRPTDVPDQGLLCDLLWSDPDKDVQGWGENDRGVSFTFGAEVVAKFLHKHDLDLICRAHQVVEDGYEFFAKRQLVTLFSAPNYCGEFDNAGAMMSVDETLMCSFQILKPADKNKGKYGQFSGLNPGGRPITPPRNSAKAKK
# EBNA-1 inhibitor: blocks EBNA-1 binding to DNA; EBNA-1 DNA binding, fluorescence polarization; actives 0.34% (n = 300,000); inhibition, % at 14.8 µM; in the data active = inhibition above about 28%
# * hit, by the source's call; . = not tested or not shown. This is a subset (hit frequency here may not be typical).
# Second line of a record: TPT1 inh, CTSL1 counter, Efflux pump mplx, HCV core dimer, PP1 counter, ZTA DNA inh, PP5 primary, PREPL inh, EBNA-1 inhibitor
[1] O=[N+]([O-])c1cc(C(F)(F)F)ccc1N1CCCC(O)C1 (stereo not drawn)
    -1, -1, 0.1, -3, -3, -7, 2.7, -6, -4
[2] COc1ccccc1-n1c(C)nnc1SCC(N)=O
    -1, 0, 0.1, -2, 0, -7, 1.6, 8, -5
[3] COc1ccc(NS(=O)(=O)c2cccs2)cn1
    0, -5, 0.1, -1, -9, 3, -0.1, -3, -6
[4] CCOCCCNC(=O)C(NC(=O)CNC(=O)c1ccccc1)c1ccccc1 (stereo not drawn)
    -1, -5, 0.2, 3, 1, -7, 1.1, -2, -13
[5] CN(Cc1ccccc1)C(=O)CSc1nc2ccccc2c(=O)n1Cc1ccco1
    0, 5, -0.1, 9, 4, 7, 2.4, -11, 8
[6] Cc1nc(-c2cc(C#N)c(Sc3cccc(C(F)(F)F)c3)nc2C)cs1
    -2, 1, 0.0, 16, -4, 1, -0.6, -3, -5
[7] O=C(Nc1c(F)cc(F)cc1Br)c1cc(-c2ccco2)on1
    4, -3, 0.1, 1, 0, -13, 2.4, 16, -6
[8] O=C(CCC1CCN(Cc2ccc(Cl)cc2)CC1)NC1CC1
    -2, 15, 0.0, -6, 1, -11, 1.7, 13, -8
[9] CCn1cc(C(=O)N2CCc3ccccc32)c(=O)c2cc(S(=O)(=O)N3CCCCCC3)ccc21
    0, -1, 0.1, 4, -2, -4, 0.1, 6, -7
[10] CC(C)(C)c1ccc(-n2ncc3c2CCCC3NC(=O)c2ccncc2)cc1 (stereo not drawn)
    0, -1, 1.7, 9, -2, -2, 1.6, 3, 20
[11] COc1cc(CN2CCN(Cc3ccc(C(F)(F)F)cc3)CC2)cc(OC)c1OC
    -3, 2, -0.1, -9, 5, 5, 0.7, -13, 0
[12] Cc1cc(C)n2nc(C(=O)N/N=C/c3ccc(Cl)cc3)nc2n1
    -2, 1, 0.1, 4, -7, 9, -1.2, 3, 11
[13] COc1cc(-c2nc3ccccn3c2/N=C/c2cc(OC)c(O)cc2Cl)ccc1O
    1, 2, -0.1, -36, 0, -1, -0.8, 12, -2
[14] CCOC(=O)C1=C(C)N(c2ccc(C)cc2)C(=O)/C1=C\c1cccs1
    -2, -4, 0.0, 0, -4, -5, 1.0, 2, -2
[15] O=c1c2nnn(Cc3ccccc3)c2ncn1-c1ccccc1
    -4, -1, 0.1, 0, 0, -6, 2.0, 1, 4
[16] O=C(CCCN1C(=O)C(c2ccccc2)Oc2cccnc21)NCc1ccccc1Cl (stereo not drawn)
    2, -5, -0.1, 8, -1, -16, 3.1, -14, -8
[17] Cc1ccc(C)c(NC(=O)NC2CCCCCCC2)c1
    -1, -1, -0.1, -6, 0, -19, 2.6, 9, 0
[18] CCn1c(COc2ccc(C)cc2)nnc1SCC(=O)Nc1ccc2c(c1)OCCO2
    0, 5, 0.0, 3, -4, -2, -2.0, 15, 1
[19] OC(CN1C2=NCCCN2c2ccccc21)c1ccc2c(c1)OCO2 (stereo not drawn)
    -3, 3, 0.0, -2, -2, 1, -1.4, 15, 6
[20] Cc1cc(C)c2nc(N(CCCN(C)C)C(=O)C3=COCCO3)sc2c1
    -1, -3, 0.0, -4, -3, 8, 1.3, -28, -3

# Gathered by group: those above with an aryl methoxy group (4)
# Second line of a record: TPT1 inh, CTSL1 counter, Efflux pump mplx, HCV core dimer, PP1 counter, ZTA DNA inh, PP5 primary, PREPL inh, EBNA-1 inhibitor
[2] COc1ccccc1-n1c(C)nnc1SCC(N)=O
    -1, 0, 0.1, -2, 0, -7, 1.6, 8, -5
[3] COc1ccc(NS(=O)(=O)c2cccs2)cn1
    0, -5, 0.1, -1, -9, 3, -0.1, -3, -6
[11] COc1cc(CN2CCN(Cc3ccc(C(F)(F)F)cc3)CC2)cc(OC)c1OC
    -3, 2, -0.1, -9, 5, 5, 0.7, -13, 0
[13] COc1cc(-c2nc3ccccn3c2/N=C/c2cc(OC)c(O)cc2Cl)ccc1O
    1, 2, -0.1, -36, 0, -1, -0.8, 12, -2

# Continuation:
# Second line of a record: TPT1 inh, CTSL1 counter, Efflux pump mplx, HCV core dimer, PP1 counter, ZTA DNA inh, PP5 primary, PREPL inh, EBNA-1 inhibitor
[21] COC(=O)c1c(NC(=O)c2ccccc2)sc2c1CC(C)(C)NC2(C)C
    -1, -2, -0.1, -2, -4, 1, 0.2, -7, -3
[22] CC(C)c1ccc(CNC(=O)C(=O)NCCCn2ccnc2)cc1
    -1, 0, 0.3, -3, -1, 4, 2.9, 15, -4
[23] O=C(Nc1ccc2c(c1)CCC2)C1CCN(c2c3c(nc4ncnn24)CCC3)CC1
    1, -1, 0.0, 4, 1, 6, 1.2, 46*, 6
[24] Cc1ccc(C(=O)Nc2ccccc2N2CCN(C(=O)C(C)C)CC2)cc1
    -3, 2, 0.1, 16, 2, 4, 1.3, 24, 1
[25] Cc1ccccc1C(=O)NNC(=O)CCC(=O)Nc1cccc(Cl)c1C
    0, -5, 0.1, -5, -4, 5, 0.5, -7, 4
[26] CCCCn1c(N)c(N(CCC(C)C)C(=O)c2ccc(COc3ccccc3)o2)c(=O)[nH]c1=O
    3, 0, -0.1, 6, -2, 10, 0.3, -10, 3
[27] COc1ccc(Oc2c(C)nc(SCC(=O)c3ccc(Cl)cc3)[nH]c2=O)cc1
    1, 5, 0.1, 13, -1, 12, 0.2, 4, 13
[28] CCCCC(=O)N1CCN(c2ccc(OC)cc2[N+](=O)[O-])CC1
    0, -3, -0.1, 3, 2, -1, 0.9, 12, 7
[29] Cn1c(N)c(S(=O)(=O)NCc2ccccc2Cl)c(=O)n(C)c1=O
    0, 8, -0.1, 5, 3, -24, 1.3, 2, -5
[30] C=CCn1c(N/N=C/c2ccc(O)cc2)nc2ccccc2c1=O
    -1, -3, -0.1, -6, -1, -7, 3.2, 8, -4
[31] COc1ccccc1NC(=S)N/N=C/c1cccc(C)c1
    -1, 0, 0.0, 9, 1, 4, 3.5, 5, -5
[32] CC(C)CN1C(=O)c2ccc(NC(=O)c3ccco3)cc2C1=O
    0, 2, -0.2, 0, -2, 5, 2.2, -10, 10
[33] O=C(CSc1ncccc1-c1nc2ccccc2[nH]1)N1CCc2ccccc21
    0, 2, -0.1, 0, 10, -7, 5.0, -20, 32*
[34] COc1cccc(NC(=O)CC2COc3ccccc3O2)c1 (stereo not drawn)
    3, -2, 0.1, -1, -3, 8, -0.9, 4, -12
[35] CN1CCN(/C(=N\O)c2nonc2N)CC1
    -3, 1, -0.1, -10, 5, -12, 2.5, -5, -10
[36] CC(=O)Nc1nnc(SCC(=O)NCCOc2ccccc2)s1
    0, 0, 0.0, -2, -2, -12, 1.3, 5, -3
[37] COc1ccc(C(=O)NCCn2ccc3ccccc32)cc1
    -22, -4, 0.0, -2, -2, -13, 1.4, 1, 0
[38] COc1ccc(-c2cc(=O)[nH]c(=O)[nH]2)cc1
    -6, 1, 0.0, -4, -1, -4, 1.2, 8, -2
[39] C=CCn1c(SCC(=O)C23CC4CC(CC(C4)C2)C3)nc(O)cc1=O
    1, -1, 0.1, 6, -1, 4, 1.2, -8, -9
[40] CCC(C)NC(=O)CCNS(=O)(=O)c1ccc(Br)cc1 (stereo not drawn)
    -2, 2, 0.1, -4, -1, -12, 3.9, 23, 3

# Of the compounds above, two contain a nitro group on carbon:
# Second line of a record: TPT1 inh, CTSL1 counter, Efflux pump mplx, HCV core dimer, PP1 counter, ZTA DNA inh, PP5 primary, PREPL inh, EBNA-1 inhibitor
[1] O=[N+]([O-])c1cc(C(F)(F)F)ccc1N1CCCC(O)C1 (stereo not drawn)
    -1, -1, 0.1, -3, -3, -7, 2.7, -6, -4
[28] CCCCC(=O)N1CCN(c2ccc(OC)cc2[N+](=O)[O-])CC1
    0, -3, -0.1, 3, 2, -1, 0.9, 12, 7

# The listing continues:
# Second line of a record: TPT1 inh, CTSL1 counter, Efflux pump mplx, HCV core dimer, PP1 counter, ZTA DNA inh, PP5 primary, PREPL inh, EBNA-1 inhibitor
[41] CSC1=NCCN1C(=O)c1ccc(S(=O)(=O)N2CCCC2)cc1
    -2, -4, 0.1, 2, -8, 0, 0.6, -6, 8
[42] CCCCC(=O)N=c1sc2cc(S(C)(=O)=O)ccc2n1C
    6, 0, -0.3, 6, 0, 13, -2.7, 0, -6
[43] CCCCn1c(N)c(N(CC)C(=O)Cc2ccc(S(=O)(=O)N3CCOCC3)s2)c(=O)[nH]c1=O
    1, 0, -0.2, 1, -7, -13, 1.0, -5, -1
[44] COc1ccc(C(=O)c2ccc(OC)c3cccc(O)c23)cc1OC
    -3, 1, 0.1, 14, 1, -6, 7.2, 9, -13
[45] CC1=C(C(=O)Nc2ccccc2)C(c2cccc([N+](=O)[O-])c2)Nc2nc3ccccc3n21 (stereo not drawn)
    -3, 1, 1.4*, 3, 8, -3, 3.4, 17, 2
[46] COc1ccccc1-c1ccc(Nc2ccc(C(=O)N3CCOCC3)cc2)nn1
    0, 18*, -0.2, -7, 0, -5, 1.0, -7, -5
[47] Cc1cnc(NC(=O)CCCNC(=O)c2ccc(Cl)cc2)s1
    ., ., 0.0, ., 0, 11, 0.2, 19, .
[48] Cc1cc(=O)n(CCCO)c(O)c1C#N
    -3, 5, -0.1, 0, -4, 1, 0.4, 5, 2
[49] CCOP(=O)(/C(C#N)=C(\C)O)c1ccccc1 (stereo not drawn)
    -4, 0, -0.1, -1, -3, -13, -2.8, 1, 5
[50] C[C@@H]1CC[C@]2(O[C@@H](CCO)C[C@@H](O)[C@@H]2O)O1
    -3, 2, -0.3, -20, 1, -22, 2.2, 16, -4
[51] CC(C)(C)c1ccc2c(c1)C(=O)c1ccccc1C2=O
    4, 3, 0.1, -6, 0, 5, -0.4, 17, -5
[52] CCOc1ccc(N2C(=O)CC(NCCc3c[nH]c4ccccc34)C2=O)cc1 (stereo not drawn)
    -1, -1, -0.3, -10, -2, -25, -1.6, -17, -11
[53] O=C1NC(=O)C(=O)N1
    -3, -5, 0.0, -8, -5, -14, 1.6, 7, 0
[54] CC(C)CNC(=O)C(=O)NNC(=O)C1CCCCC1
    2, 3, -0.1, -4, 3, -8, -1.5, 5, 7
[55] Cc1onc(-c2ccccc2)c1C(=O)Nc1cccc(C#N)c1
    -3, 0, -0.2, 5, 1, 1, 0.0, -1, 8
[56] CNC(=S)N(Cc1ccc(OC)cc1)Cc1cc2ccc(C)cc2[nH]c1=O
    -1, 3, -0.1, 5, 1, 18, 1.9, -3, 9
[57] CCCCN(C(=O)CNC(=O)c1ccco1)C(C(=O)NC1CCCCC1)c1cccnc1 (stereo not drawn)
    -5, -2, -0.1, -5, 3, 5, 0.0, 2, -5
[58] Cn1c(C(=O)OCC(=O)NCCc2ccccc2)cc2sccc21
    0, 0, 0.6, -2, 1, -6, 2.9, -7, 9
[59] COc1ccc(-c2nc3ccccc3c(C(=O)Nc3ccc(S(=O)(=O)Nc4cc(C)on4)cc3)c2C)cc1
    0, 4, 0.0, 39, 3, 12, -0.1, -2, 10
[60] Cc1n[nH]c(=O)n1-c1ccc(Oc2ccccc2)cc1
    -4, -2, 0.0, -1, 0, -12, 2.6, 11, -1
[61] CC1(c2ccc(OC(F)F)cc2)NC(=O)N(CC(=O)Nc2ccc(S(N)(=O)=O)cc2)C1=O (stereo not drawn)
    -1, -1, -0.1, -1, -6, 13, -2.8, -3, 9
[62] CCOC(=O)c1ccccc1NC(=O)COC(=O)CCNS(=O)(=O)c1ccccc1
    -1, -25, 0.0, 5, 3, 10, 2.5, 0, 4
[63] CC(=O)c1cccc(S(=O)(=O)NCCC(=O)NC2CCCCCC2)c1
    ., ., -0.1, ., -6, 4, -0.1, 3, .

# Source: PubChem (several laboratories)
